# RTF Ca sens inh: cardiac RTF calcium desensitization; IANBD-labeled cardiac RTF, Ca2+ fluorescence; AID 493244; P19429+P45379; 340,000 compounds, 0.12% hits; inhibition, % at 7.15 µM;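 active = inhibition above the mean inhibition of all tested compounds plus 3 SD, cut at about 17% in these data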;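 also: assay run at fixed EC70 calcium of 1.6 mM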
# DAGLB inh: blocks human DAGLB lipase activity. Q8NCG7. inhibition, % at 5.17 µM. HEK293T DAGLB membrane lysate, EnzChek fluorogenic substrate. 340,000 compounds, 0.059% hits; in the data active = inhibition above about 34%;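 also: 0% = enzyme with vehicle and 100% = wells lacking enzyme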
# Keap1 Nrf2 FP: inhibitors of human Keap1-Nrf2 protein-protein interaction | Q14145 | Keap1 Kelch-Nrf2 peptide fluorescence polarization, 1536-well | inhibition, % at 9.4 µM | 340,000 compounds, 0.15% hits | AID 504523; in the data active = inhibition above about 12%;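 also: human Keap1 Kelch domain with fluorescein labeled Nrf2 9mer peptide probe; 0% = neutral control wells and 100% = peptide positive control; higher means more block of Keap1 binding to Nrf2 peptide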
# V-ATPase pH: regulators of yeast V-ATPase proton transport; S. cerevisiae, pHLuorin cytosolic pH fluorescence; 350,000 compounds, 0.37% hits; AID 504577; response, % at 10 µM; in the data active = response mostly above about 7.3%, no sharp cut-off; inactive = mostly below about 5.4%; also: actives read high; inactives centre near 0; some compounds called inactive have numbers as strong as hits; reference of the scale not given here
# Pemphigus Ab inh: inhibitors of pemphigus antibody binding to human desmoglein-3; P32926; DSG3-coupled beads, scFv-anti-DSG3-GFP binding, flow cytometry; active compounds read low; binding (percent of control), % at 10 µM; 310,000 compounds, 0.48% hits;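 active = binding more than 3 SD below its plate's average and above zero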;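 also: hits lower antibody fragment binding to DSG3; some compounds called inactive have numbers as strong as hits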
# Arr AP2 block: human beta-arrestin and AP2 interaction inhibition; inhibition, % at 10 µM; FITC-arrestin peptide / GST-AP2 beads, flow cytometry; AP2 beta2 appendage carries R879A mutation; 340,000 compounds, 0.31% hits;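 active = inhibition above a set limit, near 3 SD of compounds lacking own fluorescence, cut at about 54% in these data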;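 also: plate controls were DMSO wells for no effect and 5 µM unlabelled arrestin peptide for full effect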
#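 System: GST-AP2 R879A glutathione beads. Medium: PBS with 0.05% Tween 20 and 0.1% BSA. Also added: FITC-arrestin peptide, 50 nM. Incubation: 12 min plus 1 h, RT. Measured by: high-throughput flow cytometry of beads, ex 488, em 535 nm. Evaluation: percent drop in bead-associated FITC signal.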
# NSD2 inh: blocks human histone methyltransferase NSD2 | 310,000 compounds, 0.54% hits | NSD2 peptide methylation, AlphaScreen, 120 min | AID 743445 | inhibition, % at 12.5 µM; in the data active = inhibition above about 50%
# Target sequence (O96028 whole entry, looked up): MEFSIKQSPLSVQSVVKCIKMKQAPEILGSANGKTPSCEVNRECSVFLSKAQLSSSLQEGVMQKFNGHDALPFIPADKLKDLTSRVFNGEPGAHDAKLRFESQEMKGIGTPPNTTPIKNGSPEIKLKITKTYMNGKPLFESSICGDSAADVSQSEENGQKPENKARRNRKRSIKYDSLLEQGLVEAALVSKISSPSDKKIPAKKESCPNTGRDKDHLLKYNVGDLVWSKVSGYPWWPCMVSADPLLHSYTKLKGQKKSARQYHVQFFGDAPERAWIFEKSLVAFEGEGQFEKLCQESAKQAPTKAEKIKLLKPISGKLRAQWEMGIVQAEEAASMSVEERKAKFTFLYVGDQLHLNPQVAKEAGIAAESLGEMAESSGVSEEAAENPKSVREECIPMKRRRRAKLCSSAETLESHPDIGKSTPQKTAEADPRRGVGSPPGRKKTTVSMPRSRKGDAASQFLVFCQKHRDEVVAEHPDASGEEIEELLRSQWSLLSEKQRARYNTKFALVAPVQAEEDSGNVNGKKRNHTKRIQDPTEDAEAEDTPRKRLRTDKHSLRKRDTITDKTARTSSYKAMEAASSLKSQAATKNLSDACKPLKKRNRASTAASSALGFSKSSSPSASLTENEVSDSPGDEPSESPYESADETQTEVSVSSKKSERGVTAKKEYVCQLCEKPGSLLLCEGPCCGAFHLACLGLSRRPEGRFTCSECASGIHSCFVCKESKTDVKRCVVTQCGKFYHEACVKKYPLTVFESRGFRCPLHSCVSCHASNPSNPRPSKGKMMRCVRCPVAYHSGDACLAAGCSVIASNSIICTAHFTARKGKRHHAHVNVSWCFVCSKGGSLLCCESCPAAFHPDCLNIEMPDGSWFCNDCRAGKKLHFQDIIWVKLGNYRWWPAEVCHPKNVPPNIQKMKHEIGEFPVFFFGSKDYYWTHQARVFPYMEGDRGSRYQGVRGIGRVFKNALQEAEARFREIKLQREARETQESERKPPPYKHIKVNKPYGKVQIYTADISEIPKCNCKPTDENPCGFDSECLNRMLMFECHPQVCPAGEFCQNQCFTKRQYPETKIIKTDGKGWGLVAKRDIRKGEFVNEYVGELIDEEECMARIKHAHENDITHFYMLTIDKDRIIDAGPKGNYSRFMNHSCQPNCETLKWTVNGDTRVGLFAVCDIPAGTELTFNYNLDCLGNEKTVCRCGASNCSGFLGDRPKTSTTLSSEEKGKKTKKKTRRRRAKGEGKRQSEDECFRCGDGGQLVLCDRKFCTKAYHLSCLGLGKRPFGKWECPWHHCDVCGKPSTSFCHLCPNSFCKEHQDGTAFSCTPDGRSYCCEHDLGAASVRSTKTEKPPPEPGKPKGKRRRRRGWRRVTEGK
# LANA DNA inh: blocks KSHV LANA C-terminal domain binding to DNA | inhibition, % at 9 µM | AID 504423 | 340,000 compounds, 0.078% hits | MBP-C-LANA/FAM-LBS DNA binding, fluorescence polarization;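 active = highest replicate inhibition at or above 60% at 9 µM, even if other replicates fall short; inactive = all replicates below 60% inhibition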;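 also: 0% = neutral control wells and 100% = 4 µM acridine orange control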
# CAL PDZ FP-1: inhibitors of human CAL PDZ peptide binding | Q9HD26 | purified CAL PDZ, TMR-peptide fluorescence polarization, 1 h | inhibition, % at 24.9 µM | 300,000 compounds, 0.92% hits | AID 602252;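 active = mean inhibition of at least 30% with at least half of replicates also reaching 30%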;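 also: 0% = DMSO neutral control and 100% = excess unlabeled competitor peptide PRC23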
# CAL PDZ FP-2: blocks peptide binding to human CAL PDZ domain; Q9HD26; purified CAL PDZ, TMR-peptide fluorescence polarization, 1 h; inhibition, % at 20 µM; 330,000 compounds, 0.02% hits; AID 504414;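 active = highest replicate inhibition of at least 40%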;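 also: plate controls were DMSO neutral control wells for no effect and unlabeled competitor peptide control wells for full effect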
#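 Material: tagged CAL PDZ domain; buffer or medium: 25 mM sodium phosphate pH 7.4, 150 mM NaCl, TCEP, IgG, Thesit; compound dosing: single point, 20 µM; schedule: 1 h incubation at room temperature before polarization reading; measured by: FP readout, S and P plane fluorescence; read-out basis: percent inhibition from loss of millipolarization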
# * hit, by the source's call; . = not tested or not shown. The list is partial, so the mix of outcomes need not match the whole.
SMILES,RTF Ca sens inh,DAGLB inh,Keap1 Nrf2 FP,V-ATPase pH,Pemphigus Ab inh,Arr AP2 block,NSD2 inh,LANA DNA inh,CAL PDZ FP-1,CAL PDZ FP-2
Cc1cnn(C(=S)NCCc2ccccc2)c1,11,-4,-3,-2,109,11,-6,-0.6,-2,.
O=C(O)CCCC(=O)N1N=C(c2ccccc2)CC1c1ccc2c(c1)OCO2 (centres undefined),1,-1,-2,2,108,-12,-3,0.4,-4,21
Cc1cc(C)cc(NS(=O)(=O)c2ccc3[nH]cc(C(=O)NCc4ccco4)c(=O)c3c2)c1,-14,2,-6,0,103,-4,4,-0.2,-2,-1.4
Nc1ccc(-c2cc(-c3ccc(N)cc3)nc(-c3ccccc3)n2)cc1,-6,6,-4,-6,98,5,0,0.9,0,-0.7
CCOC(=O)N[C@H](Cc1c[nH]c2ccccc12)C(=O)NC1CC1,.,.,.,-2,100,21,-1,.,.,.
COc1ccc(N(Cc2cc3ccccc3[nH]c2=O)S(=O)(=O)c2ccc(OC)cc2)cc1,4,-4,-1,1,94,2,3,0.7,0,-2.1
COc1ccc(N(CC(=O)NC2CCCC2)C(=O)CCC(=O)Nc2cc(C)on2)cc1OC,-7,0,-1,3,97,10,-11,-0.4,-1,-2.5
COc1ccc(-c2nnc(SCC(=O)Nc3ccc(Cl)cc3)n2C)cc1,-6,-1,-6,3,.,-8,-1,0.0,-1,-1.8
CCOC(=O)c1ccc(N/C=C\C(=O)c2cccc(OC)c2)cc1,-10,-1,-4,-2,86,11,-2,0.8,-1,-1.5
CCCCCc1cc(=O)oc2c(C(CCN3CCCC3)c3ccc(N(C)C)cc3)c(OC)cc(OC)c12 (centres undefined),-8,3,-9,0,106,7,.,-1.6,-2,0.2
O=C1CC(c2ccccc2)C(C(=O)O)N1 (centres undefined),-8,1,0,-1,.,-14,.,0.8,2,0.3
O=C1CCC(C(=O)Nc2cccc(C(F)(F)F)c2)N1 (centres undefined),-6,1,-2,0,121,-7,15,-0.2,-4,-2.1
Cc1nnc2sc(SCC(=O)N3CCc4ccccc43)nn2c1=O,2,2,-2,-1,120,2,.,-1.3,-4,-0.6
CCCc1nc2ccccc2c(=O)n1/N=C/c1c(C)[nH]n(-c2ccc(C)cc2)c1=O,1,4,0,6,103,22,3,-0.7,-2,-0.4
Cc1nc(-c2ccc(Cl)cc2)sc1C1(C)CC(c2cccc([N+](=O)[O-])c2)=NO1 (centres undefined),-5,-3,-3,-6,99,23,.,1.3,-2,-0.6
Cc1cc(C)nc(/N=C(/NC(=O)c2ccccc2)Nc2ccccc2)n1,-3,-4,-3,4,88,19,-5,0.5,5,-1.5
COc1cc(NC(=O)CCS(=O)(=O)c2ccc3nc(C)sc3c2)cc(OC)c1OC,2,2,-3,1,.,11,2,0.0,3,-1.4
CN1CCOCCOCCN(C)C1=O,-2,-2,3,0,97,14,0,0.1,-1,0.2
CNc1nc2c(-c3ccc(Cl)cc3)nnn2c2ccccc12,-8,-2,0,-2,98,-14,-1,-0.5,10,-1.7
COc1ccccc1CC(=O)NC1CCC(C)CC1 (centres undefined),-3,-2,0,-1,91,37,-1,-1.8,-3,-1.8
CCCCOc1ccc(CSc2nncn2N)cc1,-9,-5,1,4,.,0,0,2.2,-2,-0.9
CCOc1ccc(S(=O)(=O)N(CC)CC(=O)N2CCCC2)cc1C,-11,-1,-4,0,101,0,2,0.5,.,-0.4
COc1cccc(-c2nc(N3CCN(c4ccccc4)CC3)c3ccccc3n2)c1O,3,-7,1,2,100,18,0,-0.1,-23,-0.2
O=[N+]([O-])c1ccc(Nc2ccccc2)nc1,-7,0,-8,-3,106,11,-2,2.4,-3,0.3
O=C(Cn1nnc(N2CCCC2)n1)N/N=C/c1ccc(Cl)cc1,2,1,-1,4,.,-21,-2,0.3,7,-0.4
CC(=O)Nc1cc(C(F)(F)F)ccc1Oc1cccc(Br)c1,-3,-6,1,3,106,-15,-6,0.9,-3,-0.6
CCOC(=O)c1ccc(N2CCCCC2)c(NS(=O)(=O)c2cccc(C(F)(F)F)c2)c1,-4,-14,-3,-3,104,-1,-6,-0.8,.,-0.6
COc1ccc2nc(/C=N/NC(=O)[C@@H]3CCCN3C(=O)OC(C)(C)C)ccc2c1,-8,-1,-6,-2,113,-23,-3,0.9,.,-1.6
CC1(C)CC(NC(=O)c2ccccc2F)CC(C)(C)N1,-7,1,-6,0,117,7,0,-2.7,-3,0.1
CCN(Cc1ccncc1)C(=O)c1cc(COc2ccc(F)cc2Cl)on1,-3,1,0,0,102,12,-2,-1.8,-8,-0.5
Cc1c(NC(=O)c2cnn3c2NC(c2ccccc2)CC3C(F)(F)F)c(=O)n(-c2ccccc2)n1C (centres undefined),-10,1,-1,5,101,0,-1,1.1,-4,.
COc1cccc(NC(=O)N2C3CCCC2CC(NC(=O)C(C)(C)C)C3)c1 (centres undefined),-6,-1,-7,-3,102,-3,-1,0.4,-3,.
CC(C)(C)OC(=O)NCCCC[C@H](NC(=O)c1[nH]cnc1C(=O)N[C@@H](Cc1ccccc1)C(=O)OC(C)(C)C)C(=O)OC(C)(C)C,13,-12,-10,5,102,-6,.,-1.1,-2,-1.3
Brc1ccc2c(c1)CN1CCCC1=N2,-6,-2,-2,4,94,-1,4,0.1,-4,0.0
COc1cccc(OCc2nnc(SCC(=O)N3c4ccccc4Sc4ccc(Cl)cc43)o2)c1,4,-6,4,-1,104,.,32,-0.4,-3,-2.6
O=C(NNC(=O)c1cc([N+](=O)[O-])ccc1Cl)c1cccnc1,0,0,-7,8,103,1,0,-0.4,-1,0.2
Cc1ccc2c(n1)CC(C)(C)C/C2=N\O,-11,-4,-2,-5,109,16,-3,0.8,-2,-0.4
Cc1ccc(-n2c(Cc3cccn3C)nnc2SCC(=O)NCc2ccc3c(c2)OCO3)cc1,-1,0,-8,-1,.,17,3,1.0,-4,-3.3
Cc1noc(C)c1COC(=O)C1CCN(S(=O)(=O)c2ccc(F)cc2)CC1,0,-1,-6,1,109,-1,-2,1.0,-4,1.2
Oc1ccc(C[C@H]2CNC(=S)N2CC2CCCN2C[C@H](Cc2ccc(O)cc2)N2C[C@H](Cc3ccc(O)cc3)N(CC3CCCCCC3)C2=S)cc1 (some centres undefined),-2,21,2,2,102,6,.,-3.8,-3,1.6
Cn1c(COc2ccccc2)nnc1SCC(=O)NC1CCCC1,-4,-1,0,-2,110,-20,-2,-1.2,-7,0.2
O=C(CN1CCN(Cc2ccccc2)CC1)NNC(=O)c1ccccc1,-1,-3,-2,2,104,17,-2,0.5,-1,-0.2
CNC(=S)Nc1cccc2[nH]ncc12,4,-2,-3,-3,96,4,0,3.6,-5,-1.1
CC1CCN(C(=O)COc2ccc3ccccc3c2Br)CC1,-3,-5,-1,9,.,23,-10,-0.9,1,-3.0
Cc1ccc(-c2csc(Nc3ccccn3)n2)cc1,-5,-3,0,-1,110,19,2,3.7,.,-0.5
COc1cccc(/C=C/C(=O)NCc2ccc3c(c2)OCO3)c1,-19,-9,1,-3,113,17,-1,-0.5,-7,-3.6
Cc1ccc(S(=O)(=O)N2CN(Cc3ccco3)c3nc4ccccc4nc32)cc1C,-9,-1,-5,0,104,10,2,1.4,-2,-0.8
Cc1cc(C)c(-c2cc(NC(=O)CSc3n[nH]c(N)n3)n(-c3ccccc3)n2)cc1C,10,0,-4,0,112,-2,8,-1.0,-2,-0.7
Cc1onc(-c2ccccc2Cl)c1C(=O)N1CCN(c2ccccc2)CC1,-5,1,2,-1,129,-4,1,-2.2,-2,-1.0
Cc1cc(C(=O)N2CCN(S(C)(=O)=O)CC2)cs1,-1,-1,-1,-2,104,20,-1,-1.4,1,0.3
N#Cc1nc(COc2cccc(Cl)c2)oc1NCc1ccco1,-9,-2,3,-4,107,5,.,-0.3,.,-0.4
COc1ccc(C(=O)CCC(=O)Nc2cccnc2)cc1OC,-7,-2,1,-1,115,20,3,2.4,.,-0.6
O=C(CC(c1ccccc1)c1ccccc1)Nc1ncn[nH]1,5,2,0,-3,109,6,-4,0.3,6,-1.6
Cc1cccc(NC(=O)C2CCN(S(=O)(=O)c3cccs3)CC2)n1,-6,-1,0,1,.,30,-1,-0.2,-4,-3.6
CC(NC(=O)CCSCCC(=O)NC(C)c1ccccc1)c1ccccc1 (centres undefined),-3,2,0,1,99,6,-2,0.1,-3,-0.1
O=C(CN1CCN(Cc2ccc(Cl)cc2)C1=O)NCCN1CCCC1,-2,-2,0,-4,110,2,.,-0.4,.,-1.3
CC12CCC(C/C1=N/O)C2(C)C (centres undefined),-1,0,-4,1,98,6,.,0.4,2,-0.3
CN(C)c1c([N+](=O)[O-])cc2[nH]c(=O)[nH]c2c1[N+](=O)[O-],-3,7,-1,0,97,22,13,-0.6,1,0.0
Cc1nn(Cc2ccc(Cl)cc2)c(Cl)c1/C=N/NC(=O)c1cccnc1,-2,2,-1,-3,89,-1,3,-0.6,-5,-4.3
O=C(CSc1nnc(-c2ccco2)n1-c1ccccc1)NCC1CCCO1 (centres undefined),-7,1,-3,-4,104,6,13,2.2,-4,-1.1

# Carrying on.
SMILES,RTF Ca sens inh,DAGLB inh,Keap1 Nrf2 FP,V-ATPase pH,Pemphigus Ab inh,Arr AP2 block,NSD2 inh,LANA DNA inh,CAL PDZ FP-1,CAL PDZ FP-2
COc1ccc(-c2cc3ccccc3oc2=O)cc1NC(=O)c1cccnc1,-3,0,-2,-4,99,16,-1,-0.7,0,-2.9
CC(C)c1ccc(NC(=O)C(c2ccccc2)N2CCOCC2)cc1 (centres undefined),-5,2,-1,-1,96,8,.,-0.6,.,-1.2
Cc1ccc(-n2cnnn2)cc1Cl,-3,-3,2,-2,103,-4,-2,1.2,.,1.0
CC(=O)Nc1ccc(S(=O)(=O)NCCC(=O)N2CCCCC2)cc1,-3,0,-1,4,101,22,0,-0.6,-1,-1.1
CC(C)(C)NC(=O)NC(=O)CN1CCCc2ccccc21,-14,-3,-2,3,.,39,-1,16,0,-0.8

# Given with two lines to a compound: part of the list above
# Every second line gives: RTF Ca sens inh, DAGLB inh, Keap1 Nrf2 FP, V-ATPase pH, Pemphigus Ab inh, Arr AP2 block, NSD2 inh, LANA DNA inh, CAL PDZ FP-1, CAL PDZ FP-2
> COc1ccc(-c2cc3ccccc3oc2=O)cc1NC(=O)c1cccnc1
 : -3, 0, -2, -4, 99, 16, -1, -0.7, 0, -2.9
> CC(C)c1ccc(NC(=O)C(c2ccccc2)N2CCOCC2)cc1 (centres undefined)
 : -5, 2, -1, -1, 96, 8, ., -0.6, ., -1.2
> Cc1ccc(-n2cnnn2)cc1Cl
 : -3, -3, 2, -2, 103, -4, -2, 1.2, ., 1.0

# Screening results from PubChem BioAssay.
